LEDGF integ inh = blocks HIV-1 LEDGF/p75-dependent DNA integration | TR-FRET IN-LEDGF/p75 DNA integration, Eu/Cy5 | inhibition, % at 3.7 µM | 370,000 tested, 0.64% active | AID 743269;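 active = inhibition above the screen-wide mean plus 3 SD, cut at about 13% in these data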;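 also: signal is the Cy5 over europium emission ratio at 671 and 618 nm; 0% = plate median of compound wells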
Tn6 DDE FP = DD(E)-Tn6 binding inhibition, primary FP screen | inhibition, % at 8.3 µM | AID 720509 | 370,000 tested, 0.21% active | Fibrin DD(E) TRITC-Tn6 fluorescence polarization displacement;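 active = inhibition above a per-campaign cutoff: mean of compounds within control limits plus 3 SD, cut at about 15% in these data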;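 also: 0% = median of all compound wells on the plate and 100% = blocking peptide control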
ASAP1 GAP inh = blocks human ASAP1-stimulated Arf1 GTP hydrolysis | Q9ULH1 | GDP FP detection | inhibition, % at 16.5 µM | 360,000 tested, 0.19% active | AID 624377; in the data active = inhibition above about 25%;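 also: 0% = vehicle with enzyme and substrate and 100% = no enzyme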
ADAM10 inh = inhibits human ADAM10; O14672; recombinant ADAM10, EDANS/DABCYL FRET peptide cleavage, 3 h; inhibition, % at 7 µM; 370,000 tested, 0.62% active; AID 720582;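 active = inhibition above a per-campaign cutoff equal to the mean of compounds falling between control-based bounds plus 3 SD, cut at about 20% in these data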;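 also: 0% = DMSO wells while the 100% control is not disclosed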
TDP2 inh = TDP2 (human) inhibition, absorbance primary screen | recombinant TDP2, T5PNP hydrolysis, p-nitrophenol absorbance 415 nm | inhibition, % at 12.8 µM | 370,000 tested, 0.34% active;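 active = inhibition above the mean of all tested compounds plus 3 SD, set per campaign, cut at about 25% in these data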;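 also: 0% = DMSO with enzyme and 100% = buffer with substrate but no TDP2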
Target sequence (O95551 whole entry, looked up): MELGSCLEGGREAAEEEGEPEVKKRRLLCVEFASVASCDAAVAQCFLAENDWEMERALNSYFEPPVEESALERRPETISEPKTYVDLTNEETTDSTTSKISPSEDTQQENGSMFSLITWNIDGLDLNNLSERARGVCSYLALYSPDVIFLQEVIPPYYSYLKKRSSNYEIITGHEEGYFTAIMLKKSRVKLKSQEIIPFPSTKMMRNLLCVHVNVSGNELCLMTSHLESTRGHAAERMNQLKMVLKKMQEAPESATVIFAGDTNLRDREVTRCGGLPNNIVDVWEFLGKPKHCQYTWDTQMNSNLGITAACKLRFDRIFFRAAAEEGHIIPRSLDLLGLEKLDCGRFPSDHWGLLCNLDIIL
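System: recombinant human TDP2 / Amount: 120 nM TDP2 per well / Also added: 5 mM T5PNP chromogenic substrate / Doses: 12.8 µM single point, 1% DMSO / Incubation: 2 h at 37 °C / Detection: p-Nitrophenol epi absorbance / Evaluation: % inhibition relative to enzyme-containing and enzyme-free wells / Repeats: singlicate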
DDE Tn7 FP inh = disrupts Tn7 cyclic peptide binding to fibrin D-Dimer-E complex; 370,000 tested, 0.13% active; inhibition, % at 8.3 µM; AID 720508; FP displacement of FITC-Tn7 peptide from fibrin DD(E); 0% = median of compound wells per plate; P02675;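 active = inhibition above the mean of compounds falling within the control limits plus 3 SD of them, cut at about 14% in these data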;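 also: 0% = plate median of compound wells and 100% = 10 µM Aha-Tn7 peptide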
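Assay system: human fibrin DD(E). Input: DD(E) 2 µM final. Medium: Tris buffer with calcium and detergent, pH 7.8. Compound dosing: single point at 8.3 µM. Timing: 10 min plus 3 h, room temperature. Technique: fluorescence polarization of the labelled Tn7 tracer. Read-out: percent inhibition. Replicates: singlicate testing.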
ARFGAP1 inh = rat ARFGAP1 inhibition; Q62848; 360,000 tested, 0.26% active; Arfgap1-stimulated ARF1 GTP hydrolysis, GDP FP detection; AID 651572; inhibition, % at 16.5 µM;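 active = inhibition above a per-plate limit, mean inhibition of low control wells plus 3 SD, cut at about 25% in these data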;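 also: 0% = DMSO wells with enzyme and 100% = wells lacking Arfgap1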
Target sequence (Q62848 1-136 limits assumed): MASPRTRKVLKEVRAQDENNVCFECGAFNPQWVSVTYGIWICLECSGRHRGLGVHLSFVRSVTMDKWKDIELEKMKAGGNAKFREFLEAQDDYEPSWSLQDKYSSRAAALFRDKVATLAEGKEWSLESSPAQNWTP
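Repeats: one replicate per compound; assay system: rat Arfgap1 catalytic domain, aa 1-136; times: enzyme reaction 120 min at 25 °C after 20 min preincubation; detection: FP of antibody-bound GDP Alexa 633 tracer, ex 620/em 688 nm; benchmarks: high control wells lacking Arfgap1, low control full reaction with DMSO; reagent: human ARF1(Δ1-17)-GTP substrate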
KLK7 zymogen act = activators of human kallikrein-7 zymogen | 370,000 tested, 0.9% active | P49862 | purified proKLK7, EDANS-DABCYL substrate fluorescence; 100% is mature enzyme control, 0% vehicle | activation, % at 7 µM;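 active = activation above the mean of all tested compounds plus 3 SD, computed per campaign excluding outliers beyond control limits, cut at about 13% in these data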
Target sequence (P49862 whole entry, looked up): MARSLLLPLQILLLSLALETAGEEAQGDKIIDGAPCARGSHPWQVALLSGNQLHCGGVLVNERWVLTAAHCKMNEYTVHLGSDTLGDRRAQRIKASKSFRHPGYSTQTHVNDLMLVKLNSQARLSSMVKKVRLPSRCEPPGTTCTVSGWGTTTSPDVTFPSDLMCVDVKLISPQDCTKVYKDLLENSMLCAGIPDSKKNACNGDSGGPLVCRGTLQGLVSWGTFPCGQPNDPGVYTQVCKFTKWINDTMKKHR
PLCg1 inh = blocks human PLC-gamma1 enzyme activity | AID 720700 | 370,000 tested, 0.84% active | P19174 | purified PLC-gamma1, fluorogenic substrate, fluorescence | inhibition, % at 12.2 µM; in the data active = inhibition above about 9.5%
ADAM17 inh = inhibits human ADAM17; P78536; recombinant ADAM17, EDANS/DABCYL FRET peptide cleavage; inhibition, % at 6.95 µM; 370,000 tested, 0.83% active; AID 720648;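 active = inhibition above the mean of compounds lying between control limits plus 3 SD, set per campaign, cut at about 8.5% in these data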;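 also: 0% = DMSO-only wells as the low control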
* hit, by the source's call; i = inactive; . = no result given.

| No. | LEDGF integ inh | Tn6 DDE FP | ASAP1 GAP inh | ADAM10 inh | TDP2 inh | DDE Tn7 FP inh | ARFGAP1 inh | KLK7 zymogen act | PLCg1 inh | ADAM17 inh | Molecule |
| --- | --- | --- | --- | --- | --- | --- | --- | --- | --- | --- | --- |
| 1 | -0.1 | -1.9 | -1.2 | i | 2.0 | 1.3 | -5.2 | 22.5* | i | -162.5 | O=C(Cc1ccccc1)Nc1ccc2oc(-c3cccnc3)nc2c1 |
| 2 | -1.7 | 6.2 | -5.8 | -5.5 | -4.8 | 2.9 | -4.6 | 0.8 | 1.5 | 1.7 | COC(=O)c1c(NC(=O)CSc2nnc(Cn3nnc4ccccc43)n2C)sc(C)c1C |
| 3 | -0.1 | -7.0 | 13.3 | -296.6 | -7.2 | -3.0 | 14.1 | -4.2 | -84.1 | -93.8 | COc1cccc(CN(C)C(=O)c2cc(-c3cccs3)nc3ccccc23)c1 |
| 4 | 2.5 | 0.0 | 4.6 | 1.6 | 3.7 | 12.6 | 3.2 | 0.5 | -0.8 | 0.2 | O=C(COC(=O)CNC(=O)c1ccco1)Nc1ccc(F)cc1 |
| 5 | -0.8 | -3.8 | -6.6 | -2.4 | 9.5 | 1.0 | -2.6 | 0.1 | 1.9 | -2.5 | O=C1CS/C(=N/N=C/c2c[nH]c3ccccc23)N1 |
| 6 | 1.0 | -4.7 | 8.0 | 0.5 | 2.5 | -7.7 | -8.1 | 0.6 | -1.0 | 1.0 | C=C(C)CSc1nc2c(c(=O)[nH]c(=O)n2C)n1CCC(C)C |
| 7 | 7.7 | 6.1 | . | -44.4 | -2.5 | 3.2 | . | . | -13.6 | -11.1 | O=C(OCC#CCSc1nnc(-c2cccc3ccccc23)o1)c1ccsc1 |
| 8 | -1.4 | -4.2 | -5.5 | 6.0 | -8.2 | -6.6 | -8.4 | 0.6 | 2.2 | 3.0 | COc1ccc(Nc2nc(C)cc(-c3cc(-c4ccccc4)on3)n2)cc1 |
| 9 | -3.4 | 10.6 | 7.3 | -42.0 | 16.1 | 5.5 | -10.7 | -1.0 | -7.2 | -12.5 | COc1ccc(CN2CCCC(C(=O)N3CCc4ccccc4C3)C2)cc1OC (configuration not stated) |
| 10 | 7.7 | 1.9 | -6.4 | 16.0 | 5.3 | -3.3 | 5.8 | -0.6 | -6.0 | 7.2 | CC(=O)c1ccc(Nc2ccc([N+](=O)[O-])c3nonc23)cc1 |
| 11 | 1.0 | -9.3 | -2.4 | -8.8 | -2.5 | 4.0 | 10.6 | -0.2 | -1.9 | -1.2 | Cn1c(N)c(C(=O)COC(=O)/C=C/c2ccc(Cl)cc2)c(=O)n(C)c1=O |
| 12 | -1.3 | 5.5 | 13.1 | 15.6 | -8.0 | -2.2 | 8.5 | 0.2 | 3.2 | 9.6* | COc1ccc(Oc2ccc(/C=C/C(=O)c3ccc(O)cc3)cc2[N+](=O)[O-])cc1 |
| 13 | 3.8 | -0.9 | 1.8 | -2.0 | -2.0 | 0.0 | -3.4 | -0.1 | 6.4 | 2.8 | Cc1ccc(NC(=O)Nc2ccc3c(c2)OCO3)nc1 |
| 14 | 0.1 | 5.9 | 0.1 | -4.1 | 0.4 | -8.4 | 8.3 | -0.8 | -0.1 | -2.4 | CCOc1ccc(S(=O)(=O)Nc2cccc(C(=O)NCCCN3CCOCC3)c2)cc1 |
| 15 | -2.5 | -4.2 | -8.2 | -12.6 | -6.9 | 2.4 | 6.6 | -1.3 | -3.2 | -4.0 | COc1ccc(-n2c(C)nn(C)c2=O)c(OC)c1 |
| 16 | 1.6 | 3.6 | -8.5 | 6.0 | 2.1 | -0.1 | -3.3 | -0.3 | 1.4 | 0.6 | Cc1cc(=O)[nH]c(SCC(=O)Nc2ccc(Br)cn2)n1 |
| 17 | -2.4 | -0.8 | -2.1 | 10.5 | 1.0 | 0.7 | -1.9 | 0.2 | 3.9 | 2.0 | COc1ccc([N+](=O)[O-])cc1NC(=O)C(C)Sc1ccccc1 (configuration not stated) |
| 18 | -1.2 | -0.8 | 13.7 | 0.6 | 4.8 | -4.0 | -1.2 | 0.1 | -59.6 | -5.1 | Cc1nnc(Nc2ccc(C(=O)N3CCOCC3)cc2)c2ccccc12 |
| 19 | -0.4 | 5.2 | -2.6 | 9.7 | -9.1 | 0.2 | -0.9 | -0.2 | 5.3 | -1.8 | COc1cccc(C(=O)NNC(=O)c2sccc2-n2cccc2)c1 |
| 20 | -0.5 | -0.1 | 7.2 | 6.5 | 7.9 | 2.0 | 0.7 | 0.4 | -0.2 | -2.1 | CCOC(=O)c1cn(CC(=O)Nc2ccc(CC)cc2)nn1 |

An excerpt from above, reduced to LEDGF integ inh, ADAM17 inh and PLCg1 inh:
No.	Molecule	LEDGF integ inh	ADAM17 inh	PLCg1 inh
13	Cc1ccc(NC(=O)Nc2ccc3c(c2)OCO3)nc1	3.8	2.8	6.4
14	CCOc1ccc(S(=O)(=O)Nc2cccc(C(=O)NCCCN3CCOCC3)c2)cc1	0.1	-2.4	-0.1
15	COc1ccc(-n2c(C)nn(C)c2=O)c(OC)c1	-2.5	-4.0	-3.2
16	Cc1cc(=O)[nH]c(SCC(=O)Nc2ccc(Br)cn2)n1	1.6	0.6	1.4

Looked up above:
Reading of no. 5 under ARFGAP1 inh: -2.6
Reading of no. 12 under ASAP1 GAP inh: 13.1
Reading of no. 6 under ASAP1 GAP inh: 8.0

In a second layout: 3 of the compounds above.
[15] COc1ccc(-n2c(C)nn(C)c2=O)c(OC)c1
- LEDGF integ inh: -2.5
- Tn6 DDE FP: -4.2
- ASAP1 GAP inh: -8.2
- ADAM10 inh: -12.6
- TDP2 inh: -6.9
- DDE Tn7 FP inh: 2.4
- ARFGAP1 inh: 6.6
- KLK7 zymogen act: -1.3
- PLCg1 inh: -3.2
- ADAM17 inh: -4.0

[16] Cc1cc(=O)[nH]c(SCC(=O)Nc2ccc(Br)cn2)n1
- LEDGF integ inh: 1.6
- Tn6 DDE FP: 3.6
- ASAP1 GAP inh: -8.5
- ADAM10 inh: 6.0
- TDP2 inh: 2.1
- DDE Tn7 FP inh: -0.1
- ARFGAP1 inh: -3.3
- KLK7 zymogen act: -0.3
- PLCg1 inh: 1.4
- ADAM17 inh: 0.6

[17] COc1ccc([N+](=O)[O-])cc1NC(=O)C(C)Sc1ccccc1 (configuration not stated)
- LEDGF integ inh: -2.4
- Tn6 DDE FP: -0.8
- ASAP1 GAP inh: -2.1
- ADAM10 inh: 10.5
- TDP2 inh: 1.0
- DDE Tn7 FP inh: 0.7
- ARFGAP1 inh: -1.9
- KLK7 zymogen act: 0.2
- PLCg1 inh: 3.9
- ADAM17 inh: 2.0

Bioassay records: PubChem BioAssay, The Scripps Research Institute Molecular Screening Center

An unsorted share of the library. Share with any hit: about 4.2%.
